From PubChem BioAssay
M5 ag – agonists of human muscarinic M5 receptor (CHRM5); AID 624037; P08912; activation, % at 3 µM; CHO-K1 hM5 cells, Fluo-8 calcium fluorescence; 0% DMSO wells, 100% maximal acetylcholine response; actives 0.19% (n = 360,000);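 active = activation above the run's mean over test compounds plus 3 SD, cut at about 23% in these data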;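 note: signal is peak over basal fluorescence ratio across the kinetic read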
CRFR2-BP antag – antagonists of CRF-binding protein/CRF-R2 receptor complex; HEK293 CRF-R2/CRF-BP, CRF-induced calcium fluorescence; inhibition, % at 11.8 µM; actives 0.59% (n = 350,000); AID 588475;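 active = inhibition of the ligand-induced calcium signal above about 50% at the single tested concentration, limit read from the data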
CRFR2-BP ag – CRF-BP/CRF-R2 complex agonism; activation, % at 13.2 µM; actives 0.46% (n = 350,000); HEK293 CRF-R2/CRF-BP, calcium dye fluorescence (FLIPR); percent of saturating CRF peptide response;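 active = activation of at least 50%, plus an integration ratio under a set limit after plate pattern correction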;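 note: plate controls were neutral control wells without compound for no effect and CRF at EC100 for full effect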
M5 PAM – positive allosteric modulators of human muscarinic M5 receptor; CHO-K1 hM5, Fluo-8 calcium, ACh EC20 PAM; 0% = ACh EC20, 100% = ACh EC100; actives 0.3% (n = 360,000); P08912; AID 624038; activation, % at 3 µM;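 active = activation above the run cutoff, the mean activation of all test compounds plus 3 SD, cut at about 18% in these data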
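Test system: CHO-K1 hM5 cells / Doses: single-point, 3 µM nominal / Times: Post-acetylcholine fluorescence recording 140 s / Technique: Fluo-8 calcium fluorescence / Measure: Max/basal fluorescence ratio as % of EC20–EC100 ACh window / Benchmarks: low control EC20 acetylcholine (0%), high control EC100 acetylcholine (100%) / Replicates: one well per compound, no replicates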
M4 ag – agonists of human muscarinic M4 receptor (CHRM4); P08173; actives 0.14% (n = 360,000); CHO-K1 hM4/Gqi5, Fluo-8 calcium fluorescence; vehicle 0%, full acetylcholine response 100%; AID 624127; activation, % at 3 µM;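 active = activation above the run mean over all test wells plus 3 SD, cut at about 32% in these data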;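 note: peak over basal fluorescence ratio per well then scaled between controls; 0% = DMSO wells and 100% = acetylcholine at EC100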
CHRM4 antagonist – antagonists of human muscarinic M4 receptor (CHRM4) | CHO-hM4 cells, ACh EC80, Fluo-8 calcium fluorescence | inhibition, % at 3 µM | actives 0.73% (n = 360,000) | AID 624125;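 active = inhibition above its plate's cutoff, the mean inhibition of sample wells plus 3 SD, cut at about 27% in these data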;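 note: 0% = acetylcholine EC80 with DMSO and 100% = DMSO without agonist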
CHRM5 antagonist – CHRM5 antagonism in calcium assay; P08912; CHO-hM5 cells, Fluo-8 calcium fluorescence, ACh EC80; inhibition, % at 3 µM; actives 0.59% (n = 360,000); AID 624040;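 active = inhibition above a per-plate cutoff, the mean of that plate's test compounds plus 3 SD, cut at about 27% in these data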;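 note: 0% = acetylcholine EC80 with DMSO and 100% = DMSO without agonist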
M4 PAM – positive allosteric modulators of human muscarinic M4 receptor; P08173; AID 624126; actives 0.4% (n = 360,000); activation, % at 3 µM; CHO-K1 hM4/Gqi5, Fluo-8 calcium fluorescence, ACh EC20; 0% = ACh EC20, 100% = maximal ACh;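 active = activation above its plate's cutoff, the mean activation of sample wells plus 3 SD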; note: some results filed as inactive read as strong as hits
IDE inh – inhibitors of human insulin-degrading enzyme in cells; AID 434962; HEK cells, FAbetaB cleavage, fluorescence polarization; P14735; actives 0.41% (n = 320,000); inhibition, % at 5.59 µM;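 active = percent inhibition above the average of all tested compounds plus 3 SD, set per screening campaign, cut at about 16% in these data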;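 note: IDE supplied by intact live HEK cells; FP after avidin binding of uncleaved biotin substrate so inhibition keeps polarization high; 0% = DMSO wells and 100% = 60 µM reference IDE inhibitor Ii1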
Target sequence (P14735 whole entry, looked up): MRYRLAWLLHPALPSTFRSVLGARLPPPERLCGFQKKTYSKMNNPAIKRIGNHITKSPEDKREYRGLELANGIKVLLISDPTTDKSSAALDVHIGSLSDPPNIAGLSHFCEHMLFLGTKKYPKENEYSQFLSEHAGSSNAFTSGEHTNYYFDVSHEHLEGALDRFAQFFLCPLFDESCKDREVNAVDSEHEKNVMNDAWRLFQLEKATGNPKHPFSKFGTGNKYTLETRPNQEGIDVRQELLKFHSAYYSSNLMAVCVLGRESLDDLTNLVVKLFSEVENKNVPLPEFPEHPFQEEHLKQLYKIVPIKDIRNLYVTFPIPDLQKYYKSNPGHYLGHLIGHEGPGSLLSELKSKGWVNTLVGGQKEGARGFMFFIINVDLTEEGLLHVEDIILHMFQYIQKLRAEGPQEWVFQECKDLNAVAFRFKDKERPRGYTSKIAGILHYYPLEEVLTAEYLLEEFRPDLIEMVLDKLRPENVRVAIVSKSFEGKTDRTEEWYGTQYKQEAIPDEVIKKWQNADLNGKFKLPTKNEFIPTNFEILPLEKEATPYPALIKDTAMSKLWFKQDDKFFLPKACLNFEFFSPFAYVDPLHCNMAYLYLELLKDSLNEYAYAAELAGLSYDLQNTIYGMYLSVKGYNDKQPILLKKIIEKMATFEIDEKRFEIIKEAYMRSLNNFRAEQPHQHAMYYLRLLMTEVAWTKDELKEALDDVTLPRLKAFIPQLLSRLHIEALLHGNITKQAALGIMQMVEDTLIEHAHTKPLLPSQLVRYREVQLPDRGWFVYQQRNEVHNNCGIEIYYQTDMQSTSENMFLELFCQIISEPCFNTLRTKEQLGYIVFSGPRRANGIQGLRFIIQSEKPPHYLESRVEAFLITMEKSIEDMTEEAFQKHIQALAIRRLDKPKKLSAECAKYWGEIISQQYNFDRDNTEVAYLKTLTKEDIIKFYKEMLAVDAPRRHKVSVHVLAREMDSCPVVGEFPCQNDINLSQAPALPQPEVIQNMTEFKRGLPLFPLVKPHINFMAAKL
* marks the source's active call; other numbers are inactive results; . = no result given.

(1) O=C(O)c1ccc(NCc2cccc(Br)c2)cc1
(2) CC1=CC(C)(C)n2c(O)c(N=NC(N)=S)c3cccc1c32
(3) COCCn1c(Sc2nc(C)cs2)nc2c1c(=O)[nH]c(=O)n2C
(4) CC(C)(C)c1[nH]nc2c1C(Cc1ccccc1)C(C#N)=C(N)O2 (stereo unspecified)
(5) COc1cc(/C=N/NC(=O)c2cc(-c3ccccc3OC(C)C)nc3ccccc23)ccc1O
(6) N/C(=N\OC(=O)Cc1ccccc1[N+](=O)[O-])c1cccnc1
assay / entry	1	2	3	4	5	6
M5 ag	1	-5	-4	-7	0	-4
CRFR2-BP antag	21	9	25	-48	-3	14
CRFR2-BP ag	2.1	1.2	-1.4	-0.6	0.0	-0.8
M5 PAM	3	-6	1	-17	-14	1
M4 ag	1	1	1	1	10	3
CHRM4 antagonist	6	-6	-10	21	8	1
CHRM5 antagonist	-6	-3	-7	2	8	-1
M4 PAM	3	13	7	-19	-10	8
IDE inh	6	7	.	5	-2	1

Four entries from above, ordered by molecular weight, highest first:
(5) COc1cc(/C=N/NC(=O)c2cc(-c3ccccc3OC(C)C)nc3ccccc23)ccc1O
(3) COCCn1c(Sc2nc(C)cs2)nc2c1c(=O)[nH]c(=O)n2C
(1) O=C(O)c1ccc(NCc2cccc(Br)c2)cc1
(6) N/C(=N\OC(=O)Cc1ccccc1[N+](=O)[O-])c1cccnc1
assay / entry	5	3	1	6
M5 ag	0	-4	1	-4
CRFR2-BP antag	-3	25	21	14
CRFR2-BP ag	0.0	-1.4	2.1	-0.8
M5 PAM	-14	1	3	1
M4 ag	10	1	1	3
CHRM4 antagonist	8	-10	6	1
CHRM5 antagonist	8	-7	-6	-1
M4 PAM	-10	7	3	8
IDE inh	-2	.	6	1

The results go on.
(7) CCc1noc(C)c1C(=O)OCC(=O)NC(=O)c1ccccc1
(8) O=C(OCCN=C1NS(=O)(=O)c2ccccc21)C1CC(=O)N(c2ccc3ccccc3c2)C1 (stereo unspecified)
(9) Cc1ccc(N(CC(=O)NCCSc2ccccn2)S(C)(=O)=O)cc1
(10) Cc1ccc2c(c1)N(CC(=O)N1CCOCC1)C(=O)CO2
(11) CCc1nnc(NS(=O)(=O)c2ccc(N/C=C\C(=O)c3ccc(F)cc3)cc2)s1
(12) CC(C)OC(=O)CSc1nnc2c3ccccc3n(C)c2n1
assay / entry	7	8	9	10	11	12
M5 ag	-4	0	-4	-1	-2	-2
CRFR2-BP antag	4	12	10	2	3	20
CRFR2-BP ag	-2.2	-1.4	-0.5	0.1	0.8	-1.8
M5 PAM	3	0	5	0	0	-7
M4 ag	0	1	0	1	1	3
CHRM4 antagonist	-7	2	2	2	-1	2
CHRM5 antagonist	-11	-2	-3	9	-11	-2
M4 PAM	6	-6	-7	0	3	-6
IDE inh	5	-1	2	3	0	0

(13) COc1ccc(CCNC(=O)c2ccc(F)c(S(=O)(=O)N3CCCCC3)c2)cc1
(14) Cc1csc(N2CCCC2c2nc3cc(C(F)(F)F)ccc3n2CCOCCO)n1 (stereo unspecified)
(15) CCn1c(=O)c(=O)[nH]c2cc(C(=O)NCC3CCCCC3)ccc21
(16) CCOC(=O)c1ccccc1NC(=O)CSc1nc2ccccc2n1CC(=O)N1CCCC1
(17) O=C(CSc1ncnc2sccc12)Nc1ccc(S(=O)(=O)N2CCOCC2)cc1
(18) CC1CCN(C(=O)c2ccc(S(=O)(=O)Cc3cccc(F)c3)c([N+](=O)[O-])c2)CC1
assay / entry	13	14	15	16	17	18
M5 ag	1	5	-1	-1	-1	0
CRFR2-BP antag	26	0	6	-12	-5	-9
CRFR2-BP ag	3.2	3.3	-1.5	-3.6	0.6	-0.1
M5 PAM	1	-5	13	-6	4	0
M4 ag	9	1	0	3	4	1
CHRM4 antagonist	-21	0	3	0	-1	3
CHRM5 antagonist	-1	6	-12	6	-4	6
M4 PAM	1	-7	-2	4	-3	-1
IDE inh	.	2	7	2	.	7

(19) COc1ccccc1C(=O)C1CCCN(C(=O)c2ccc(C(C)=O)s2)C1 (stereo unspecified)
(20) NC(=O)c1ccc(NC(=O)C2CC2)cc1
(21) Cc1cc(C)nc(SCC(=O)Nc2ncc3c(n2)CC(C)(C)CC3=O)n1
(22) COC(=O)CN(Cc1ccco1)S(=O)(=O)c1ccccc1
(23) COCC(=O)Nc1ccc2c(c1)[C@@H]1C[C@H](CC(=O)OC)O[C@H](CO)[C@@H]1O2
(24) COCCNC(=O)c1ccccc1NC(=O)c1ccc(Cl)c(S(=O)(=O)Nc2ccc(C)cc2C)c1
assay / entry	19	20	21	22	23	24
M5 ag	-9	1	3	1	0	3
CRFR2-BP antag	-14	-7	0	-4	7	-9
CRFR2-BP ag	0.0	0.0	-0.6	2.3	0.0	0.2
M5 PAM	0	6	-8	-3	-5	-14
M4 ag	2	3	1	4	1	12
CHRM4 antagonist	-2	-7	1	5	-13	3
CHRM5 antagonist	-7	-9	0	1	5	4
M4 PAM	3	22*	14	-3	6	-9
IDE inh	3	5	0	1	.	-2

Full records as entered above. Order of values: M5 ag | CRFR2-BP antag | CRFR2-BP ag | M5 PAM | M4 ag | CHRM4 antagonist | CHRM5 antagonist | M4 PAM | IDE inh
`Cc1ccc(N(CC(=O)NCCSc2ccccn2)S(C)(=O)=O)cc1` is entered as -4 | 10 | -0.5 | 5 | 0 | 2 | -3 | -7 | 2
`CCn1c(=O)c(=O)[nH]c2cc(C(=O)NCC3CCCCC3)ccc21` is entered as -1 | 6 | -1.5 | 13 | 0 | 3 | -12 | -2 | 7

Later entries
(25) O=C(CCCCCNC(=S)Nc1ccc(Cl)cc1)C[N+](=O)[O-]
(26) COC(=O)c1ccc(O)c(Sc2cc(C(=O)OC)ccc2O)c1
(27) CCOC(=O)NC(C(F)(F)F)(C(F)(F)F)P(=O)(c1ccccc1)c1ccccc1
(28) COc1ccccc1-c1ccc(SCc2ccc(F)cc2)nn1
(29) Cc1ccc(C(=O)Nc2ccc(S(=O)(=O)Nc3cnc4ccccc4n3)cc2)cc1
(30) CCNNC(=O)C(O)(c1cccc(C)c1)c1cccc(C)c1
assay / entry	25	26	27	28	29	30
M5 ag	-2	4	-2	-3	-3	-3
CRFR2-BP antag	8	36	7	36	1	15
CRFR2-BP ag	1.8	-4.6	-1.6	-2.9	0.2	1.4
M5 PAM	4	-5	1	-8	-3	-1
M4 ag	1	5	0	0	3	0
CHRM4 antagonist	1	-8	2	-7	-18	1
CHRM5 antagonist	-5	-7	11	8	14	4
M4 PAM	5	18	5	4	5	-4
IDE inh	4	-3	3	1	2	3

(31) O=C(O)CS(=O)(=O)CC(=O)NCc1cccc(C(F)(F)F)c1
(32) Cc1c(Cc2ccccc2)c(=O)oc2c(CN(C)C)c(O)c(Cl)cc12
(33) COc1cccc(COCC(O)Cn2cnc3cc(C)c(C)cc32)c1 (stereo unspecified)
(34) Cc1ccc(N2CC(C(=O)Nc3c(C)n(C)n(-c4ccccc4)c3=O)CC2=O)cc1 (stereo unspecified)
(35) N#Cc1nc(COc2ccccc2Cl)oc1NCc1ccco1
(36) CN(c1ccc(-c2csc(NC(=O)C3CC(=O)N(Cc4ccco4)C3)n2)cc1)S(C)(=O)=O (stereo unspecified)
assay / entry	31	32	33	34	35	36
M5 ag	-3	1	1	1	-4	2
CRFR2-BP antag	-5	-1	-1	8	7	-6
CRFR2-BP ag	-0.2	-1.2	-7.1	0.8	-0.7	-1.7
M5 PAM	4	-2	-3	5	-10	-12
M4 ag	0	-2	4	0	0	4
CHRM4 antagonist	-2	7	10	3	10	1
CHRM5 antagonist	-1	2	11	5	4	21
M4 PAM	6	11	-6	-2	-5	-4
IDE inh	5	5	2	6	-2	2

(37) Cc1ccc2[nH]c3c(c2c1)CN(C)CC3
(38) COc1ccccc1CCC(=O)Nc1ccc2c(c1)CN(CCCn1cccn1)CC2
(39) Cc1cccc(NC(=O)Cn2cnc(S(=O)(=O)N3CCCC3)c2)c1C
(40) CC(=O)N1N=C(c2ccncc2)OC12CCCCCC2
(41) Cc1cccc(C)c1NC(=S)N1CCC(N(C)CC2CCCO2)CC1 (stereo unspecified)
(42) O=C(CCS(=O)(=O)c1ccccc1)NCCS(=O)(=O)c1ccccc1
assay / entry	37	38	39	40	41	42
M5 ag	-8	-8	-1	1	-2	2
CRFR2-BP antag	0	1	-13	-9	4	8
CRFR2-BP ag	-2.4	-0.1	1.5	0.1	-2.2	1.3
M5 PAM	-6	3	1	1	-1	2
M4 ag	2	7	1	0	1	1
CHRM4 antagonist	9	10	-7	-9	-4	0
CHRM5 antagonist	-2	-2	-12	-1	-1	-7
M4 PAM	-2	-11	1	3	-8	-2
IDE inh	0	2	-1	3	-3	-1

(43) COc1ccc(NC(=O)CN(C)C(=O)c2cccc(S(=O)(=O)N3CCN(Cc4ccccc4)CC3)c2)cc1
(44) CC1(C)CC[C@]2(C(=O)O)CC[C@]3(CO)C(=CCC4[C@@]5(C)C[C@H](O)[C@H](O)[C@@](C)(C(=O)O)C5CC[C@]43C)[C@@H]2C1 (stereo partly specified)
(45) CC1CC(C)CN(S(=O)(=O)c2ccc(C(=O)N3CCN(c4ccccc4)CC3)cc2)C1 (stereo unspecified)
(46) Cc1ccccc1C(=O)NC(NCc1ccco1)C(Cl)(Cl)Cl (stereo unspecified)
(47) C/C(=N/NC(=O)c1nnn(-c2nonc2N)c1COc1ccccc1)c1ccccc1Cl
(48) Cc1ccc(CCNC(=O)c2ccc(CS(=O)(=O)c3ccccc3C)o2)cc1
(49) COc1ccc(S(=O)(=O)N2CCc3ccccc32)cc1OC
(50) CCc1ccc(OCc2ccc(C(=O)NCc3ccccn3)o2)cc1
assay / entry	43	44	45	46	47	48	49	50
M5 ag	-4	2	-5	-6	-4	-3	6	-1
CRFR2-BP antag	3	14	17	2	-20	5	6	-3
CRFR2-BP ag	-0.6	1.4	0.7	0.8	4.6	-6.8	0.4	-1.9
M5 PAM	1	8	-7	13	-5	-4	4	1
M4 ag	8	-1	1	1	4	9	6	1
CHRM4 antagonist	7	-8	-10	4	-3	-2	-13	-4
CHRM5 antagonist	-2	12	1	-2	15	-11	-19	-5
M4 PAM	-1	11	-5	1	-1	-8	3	-2
IDE inh	2	-1	-1	2	8	-5	7	0

The order is random; any-hit rate near 2.9%.
